# Wnt bcat act – Wnt/beta-catenin pathway activation; Wnt/beta-catenin reporter cell assay, activator, plate reader; activation, % at 9.35 µM; hit rate 1.2% among 300,000; in the data active = activation above about 30%, passing the limit was not always enough;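 note: 0% = neutral control wells and 100% = positive control wells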
# V-ATPase pH – regulators of yeast V-ATPase proton transport | S. cerevisiae, pHLuorin cytosolic pH fluorescence | response, % at 10 µM | hit rate 0.37% among 350,000; in the data active = response mostly above about 7.3%, no sharp cut-off; inactive = mostly below about 5.4%; note: actives read high; inactives centre near 0; some compounds called inactive have numbers as strong as hits; reference of the scale not given here
# An asterisk follows results filed as active.
Wnt bcat act | V-ATPase pH | structure
-1 | 0 | C[C@@H]1CCCCO[C@@H](CN(C)C(=O)CCC(F)(F)F)[C@@H](C)CN([C@H](C)CO)C(=O)c2cc(N(C)C)ccc2O1
-1 | 4 | CC(=O)Nc1ccc(S(=O)(=O)N[C@@H](C)C(=O)OCC(=O)c2ccc(Br)s2)cc1
-3 | -1 | COCCNc1oc(/C=C/c2cccc(OC)c2)nc1S(=O)(=O)c1ccccc1
-2 | -1 | Cc1ccc([C@H]2N[C@]3(CCCN(CC4CCCCC4)C3=O)[C@H]3C(=O)N(Cc4ccccc4)C(=O)[C@@H]23)cc1
2 | -2 | O=C(Nc1ccc([N+](=O)[O-])cc1Cl)c1cccc([N+](=O)[O-])c1
-2 | 1 | COc1ccccc1OCC(=O)N/N=C(\C)c1ccc2ccccc2c1
3 | -4 | CCCCCC(=O)NNC1CC(=O)N(c2ccccc2)C1=O (stereo not given)
-2 | -4 | C[C@H]1CN([C@@H](C)CO)C(=O)CCCn2cc(nn2)CO[C@@H]1CN(C)C(=O)Cc1ccccc1
-6 | 2 | Cc1c(Cl)cccc1N=C1NC(=O)CS1
-1 | 0 | O=C(COc1ccccc1)Nc1c2c(nn1-c1ccc(F)cc1)CS(=O)C2 (stereo not given)
-6 | 1 | Cc1ccccc1OCC(=O)OCC(=O)NC1CCCC1
35* | 4 | CNC(=O)c1ccc(-c2cc(C(F)(F)F)nn2C)s1
1 | 3 | CC(=O)Nc1ccc(-c2csc(N/N=C\c3ccncc3)n2)cc1
0 | 4 | CSc1sc(-c2nnc(SCC(=O)Nc3ccccc3)n2C)c2c1C=CCC2
-2 | 0 | CC(=O)N1CCN(c2cc(-c3ccccc3)nc3cc(-c4cccc(Cl)c4)nn23)CC1

# The listing continues:
Wnt bcat act | V-ATPase pH | structure
-1 | 3 | c1ccc2c(c1)nnn2-c1ccncc1
0 | -1 | CC(C)[C@H](NC(=O)c1ccc(Cl)cc1)C(=O)Nc1cccc(S(=O)(=O)N2CCOCC2)c1
-5 | 6 | O=S(=O)(c1ccccc1)N1CC2CC(Br)C(Br)CC21 (stereo not given)
-2 | 0 | CCn1cc(C(=O)Nc2ccccc2C(=O)OC)cn1
-7 | 1 | Cc1cc(Br)ccc1NC(=O)CN(C)C(=O)c1ccccc1OCc1c(C)noc1C
0 | 1 | COc1cc([N+](=O)[O-])c(C)cc1NC(=O)c1ccc(OC)c(OC)c1
-3 | -1 | Cc1ccc(S(=O)(=O)/N=C2\C=C(NS(=O)(=O)c3ccc(C)cc3)C(=O)c3ccccc32)cc1
43* | 1 | COc1cc(Cl)ccc1OCc1cc(C(=O)N2CCN(C)C(=O)[C@@H]2C)no1
-3 | 1 | CCn1c2ccccc2nc2cc3c(cc21)c(Cl)c(=O)c1ccccc13
-1 | 2 | O=C(Nc1nc(-c2ccc3c(c2)OCCO3)cs1)c1ccc(Br)o1
-2 | 3 | Cc1ccc(F)cc1NC(=O)COC(=O)C1CC2CCCC(C1)C2=O (stereo not given)
-1 | 1 | O=C(COC(=O)C1CC1)Nc1cccc(Cl)c1
-1 | 2 | C[C@H](CO)N1C[C@H](C)[C@@H](CN(C)S(=O)(=O)c2ccc(C#N)cc2)OCc2cn(nn2)CCCC1=O
1 | 0 | COc1ccc(Oc2cccc(Cl)c2CNC(=O)CCCC(=O)O)cc1
-1 | 0 | O=C(COC(=O)c1cc([N+](=O)[O-])ccc1N1CCOCC1)NCc1ccccc1

# More compounds.
Wnt bcat act | V-ATPase pH | structure
-3 | 1 | COc1ccc(-c2ccc(CN3C(CC(C)C)C(=O)N(Cc4cn(CCC5OCCO5)nn4)CCS3(=O)=O)cc2)cc1OC (stereo not given)
-1 | 1 | CCN(CC(=O)Nc1c(F)cccc1F)C(=O)CCCSc1nc2ccccc2[nH]1
0 | -2 | CC(Sc1nnc(-c2ccccc2F)n1C)C(=O)Nc1ccc(N2CCOCC2)cc1 (stereo not given)
0 | 0 | COc1ccc(OC(=O)COc2ccccc2C)cc1
0 | -1 | CC(C)(C)OC(=O)NCCc1nnc(SCc2ccccc2)o1
1 | -4 | O=C(NC1(O)C(=O)c2ccccc2C1=O)c1ccc(C(F)(F)F)cc1
-1 | 2 | COc1ccc(CNC(=O)O[C@H]2Cn3c(=O)ccc(=O)n3[C@@H]3CN(S(=O)(=O)c4ccc(C)cc4)C[C@]23O)cc1OC
4 | 0 | O=C(NC1=NCCS1)c1ccccc1Br
-1 | 1 | CC(=O)N1N=C(c2ccc(Br)cc2)CC1c1cccc([N+](=O)[O-])c1 (stereo not given)
1 | 4 | CC(=O)N(c1ccccc1)c1ccccc1[N+](=O)[O-]
5 | -1 | COc1cccc(NC(=O)COC(=O)c2ccc3c(c2)OCCO3)c1
5 | 1 | O=C(NCc1cccs1)c1cccnc1SCCS(=O)(=O)c1ccc(C(F)(F)F)cn1
-1 | 3 | C[C@@H]1CN([C@H](C)CO)C(=O)c2cc(Br)cnc2O[C@@H]1CN(C)Cc1ccc(F)cc1
8 | -1 | Cc1ccc(NC(=O)c2ccc(F)cc2F)cc1NS(C)(=O)=O
0 | 0 | COCCCNC1=C(C#N)C(=O)NC2(CCCC2)S1

# Entries of single compounds, quoted from the list. Values in the order: Wnt bcat act | V-ATPase pH
# C[C@H](CO)N1C[C@H](C)[C@@H](CN(C)S(=O)(=O)c2ccc(C#N)cc2)OCc2cn(nn2)CCCC1=O is listed as -1 | 2
# COc1ccc(-c2ccc(CN3C(CC(C)C)C(=O)N(Cc4cn(CCC5OCCO5)nn4)CCS3(=O)=O)cc2)cc1OC (stereo not given) is listed as -3 | 1
# Cc1c(Cl)cccc1N=C1NC(=O)CS1 is listed as -6 | 2
# O=C(COC(=O)c1cc([N+](=O)[O-])ccc1N1CCOCC1)NCc1ccccc1 is listed as -1 | 0

# Entries from the list above that contain a CF3 group (4):
Wnt bcat act | V-ATPase pH | structure
-1 | 0 | C[C@@H]1CCCCO[C@@H](CN(C)C(=O)CCC(F)(F)F)[C@@H](C)CN([C@H](C)CO)C(=O)c2cc(N(C)C)ccc2O1
35* | 4 | CNC(=O)c1ccc(-c2cc(C(F)(F)F)nn2C)s1
1 | -4 | O=C(NC1(O)C(=O)c2ccccc2C1=O)c1ccc(C(F)(F)F)cc1
5 | 1 | O=C(NCc1cccs1)c1cccnc1SCCS(=O)(=O)c1ccc(C(F)(F)F)cn1

# Continued.
Wnt bcat act | V-ATPase pH | structure
-4 | 1 | CN(c1ccccc1)S(=O)(=O)c1cc(C(=O)NCc2ccco2)ccc1Cl
2 | 1 | COc1ccc(Nc2oc(-c3ccc(F)cc3)nc2C#N)cc1
1 | -5 | C[C@H](CO)N1C[C@H](C)[C@H](CN(C)C(=O)Nc2cccc3ccccc23)OCc2cnnn2CCCC1=O
-4 | -1 | O=C1NC(Cc2ccccc2)c2nc3ccc(Br)cc3c(=O)n2-c2cc3ccccc3cc21 (stereo not given)
2 | -1 | Cc1ccc(CSc2nnc(-c3ccccn3)n2N)cc1
-1 | -2 | CC1Cc2nc(SCC(=O)N3CCCCC3)n(C)c(=O)c2S1 (stereo not given)
-4 | -4 | C=C(C)C(=O)Nc1ccc2nn(-c3ccccc3O)nc2c1
2 | -2 | O=C(NC(Cc1nn[nH]n1)C(=O)OCc1ccccc1)OCc1ccccc1 (stereo not given)
-2 | 0 | Cc1ccc(NC(=O)CN(C)C(=O)C2CSC3(C)CCC(=O)N23)cc1 (stereo not given)
-2 | 2 | O=S(=O)(c1ccccc1)N1CCN(CCOc2ccc(F)cc2)CC1
1 | 1 | C=CCN1C(=S)N[C@@H]2CS(=O)(=O)C[C@@H]21
-2 | 3 | C=CCNC(=S)NNC(=O)c1cc(Cl)ccc1OC
1 | 3 | CCN(CC)C(=O)C1=C(C)N(Cc2ccc(OC)cc2)C(=O)C(CC(=O)NCCCCc2ccccc2)C1 (stereo not given)
0 | 3 | C=CCn1c(SCC(=O)Nc2cc(C)on2)nc2ccccc21
-4 | -1 | CC(=O)NCC1(c2ccccc2)CCN(CCCC(=O)c2ccc(F)cc2)CC1

# 4 of the compounds above, comma-delimited.
mol,Wnt bcat act,V-ATPase pH
O=C(NC(Cc1nn[nH]n1)C(=O)OCc1ccccc1)OCc1ccccc1 (stereo not given),2,-2
C=CCn1c(SCC(=O)Nc2cc(C)on2)nc2ccccc21,0,3
C=CCNC(=S)NNC(=O)c1cc(Cl)ccc1OC,-2,3
O=C1NC(Cc2ccccc2)c2nc3ccc(Br)cc3c(=O)n2-c2cc3ccccc3cc21 (stereo not given),-4,-1

# Continued:
Wnt bcat act | V-ATPase pH | structure
2 | 1 | CCOC(=O)c1c(C)[nH]c(C(=O)N(C)CC(=O)Nc2ccc(OCC)c(OCC)c2)c1C
-2 | 0 | O=C(CC1CC2CCC1C2)N1CCN(S(=O)(=O)c2ccc(C(F)(F)F)cc2)CC1 (stereo not given)
0 | 1 | Cc1ccc([C@H]2C[C@H](n3cc(COC(=O)c4ccccc4)nn3)[C@@H](O)CN2Cc2cccs2)cc1
-1 | 5 | Cc1ccc(OCCCC(=O)N(C)CC(=O)Nc2c(C)cccc2C)cc1
1 | 2 | CCn1c(SCC(=O)N/N=C(\C)c2ccncc2)nnc1-c1ccc(C)cc1
-7 | 1 | N#CC(=C1C=C(Br)C(=NO)C=C1Cl)c1ccc(Cl)cc1
-3 | 0 | CC1(C)Cc2cccc(C(=O)NCc3ccco3)c2O1
0 | 2 | CN(CC(=O)Nc1ccc(Cl)c(C(F)(F)F)c1)C(=O)C1CC(=O)N(c2ccc3c(c2)OCCO3)C1 (stereo not given)
3 | 0 | O=C(Nc1ccc(S(=O)(=O)Nc2cnc3ccccc3n2)cc1)c1ccc(Cl)cc1Cl
0 | 3 | Nc1cc(-c2ccc(OC(F)(F)F)cc2)nn1-c1ccc(Cl)c(Cl)c1
-1 | 0 | C[C@@H]1CN([C@@H](C)CO)C(=O)CCCn2nncc2CO[C@H]1CN(C)C(=O)Nc1ccccc1F
-4 | 1 | COc1cc(C=C2CN(C)C(=O)C2=O)ccc1O
-1 | -1 | Cc1ccc2c(=O)n3c(nc2c1)C(C)NC(=O)c1cccnc1-3 (stereo not given)
0 | 3 | CCOc1ccc2nc(COC(=O)c3cccc([N+](=O)[O-])c3)c(C(C)=O)[n+]([O-])c2c1
-1 | -2 | CCCCN(C(=O)c1cccc(-n2cnnn2)c1)c1c(N)n(CCCC)c(=O)[nH]c1=O

# Single values from above:
# In Wnt bcat act, CC1(C)Cc2cccc(C(=O)NCc3ccco3)c2O1 reads -3
# In V-ATPase pH, Cc1ccc(OCCCC(=O)N(C)CC(=O)Nc2c(C)cccc2C)cc1 reads 5

# Other results
Wnt bcat act | V-ATPase pH | structure
-1 | 0 | CCCn1c(=S)[nH]c2cc(C(=O)N3CCN(c4ccc(F)cc4)CC3)ccc2c1=O
4 | 0 | O=S(=O)(c1ccc(F)c(F)c1)N1CCCCCCC1
-4 | -2 | CN1CCC(OC2c3ccccc3CCc3ccccc32)CC1
-1 | -3 | COc1ccc(/C=C/C(=O)NCC(=O)n2nc(C)cc2C)cc1
1 | 0 | CCCCN1C(=O)C(CC(=O)NCC2CCCCC2)CC(C(=O)N(C)C)=C1C (stereo not given)
-2 | 0 | C[C@H]1CN([C@@H](C)CO)C(=O)c2cc(C#Cc3cccnc3)cnc2O[C@H]1CN(C)Cc1ccc(F)cc1
-3 | 0 | C#CCN(C[C@@H]1[C@@H](OC(=O)Nc2cccs2)[C@@H](OC(=O)Nc2cccs2)Cn2c(=O)ccc(=O)n21)S(=O)(=O)c1ccc(C)cc1
5 | 1 | CCOC(=O)c1sc(S(C)=O)c2c1CCc1conc1-2 (stereo not given)
2 | 0 | COc1ccccc1Nc1nc(NCc2ccco2)c2ccccc2n1
-1 | 1 | Cc1ccc(S(=O)(=O)N(C)C[C@@H]2Oc3ncc(Br)cc3C(=O)N([C@H](C)CO)C[C@H]2C)cc1
-2 | 0 | O=C(OCc1cn([C@@H]2C[C@H](c3ccc(Cl)cc3)N(C(=O)c3cccs3)C[C@H]2O)nn1)c1ccccc1
1 | 0 | COc1ccc(NC(=O)[C@H](C)NS(=O)(=O)c2ccc(NC(C)=O)cc2)cc1Cl
-2 | -1 | CCCc1c(C(=O)N/N=C/C2CC=CCC2)nnn1-c1nonc1N (stereo not given)
-1 | 1 | O=C(OCc1cn([C@H]2C[C@H](c3ccc(Cl)cc3)N(Cc3cccs3)C[C@@H]2O)nn1)c1ccccc1
-5 | 1 | Cc1ccc(C)c(S(=O)(=O)N2CCCC2CNC(=O)C(=O)Nc2ccccc2)c1 (stereo not given)

# Next part
Wnt bcat act | V-ATPase pH | structure
-2 | -1 | COc1ccc([C@H]2C[C@H](n3cc(C4CC4)nn3)[C@@H](O)CN2C(=O)C2CCCCC2)cc1
-3 | 1 | N#CC(=Cc1ccccn1)c1nc(-c2ccc(Cl)cc2)cs1
2 | -1 | COc1ccc(/C=C/c2nnc(NC(=O)c3ccco3)s2)cc1
-4 | 0 | CCOC(=O)Cn1nc2oc(=O)c(CCN3CCN(c4ccccc4OC)CC3)c(C)c2c1C
-2 | 2 | COc1ccc(S(=O)(=O)Nc2ccc3c(c2)[C@H]2C[C@H](CC(=O)NCC4CC4)O[C@@H](CO)[C@H]2O3)cc1
-4 | -5 | CCN(CC)C(=O)C1=C(C)N(CCCN2CCCC2=O)C(=O)C(CC(=O)NC(c2ccccc2)c2ccccc2)C1 (stereo not given)
1 | 1 | Cc1ccc(C(=O)Nc2cccnc2)cc1C
0 | -1 | COc1ccccc1NC(=O)Cc1nc(=O)[nH]c(=O)[nH]1
-7 | 0 | COc1ccc(OC)c(N(CCN2C(=O)c3ccccc3C2=O)C(=O)CCl)c1
-1 | -2 | COc1ccc(CCNC(=O)CC(=O)N/N=C\c2ccc(OCC(N)=O)cc2)cc1OC
10 | 0 | CCOc1ccc(-c2noc(-c3cccnc3)n2)cc1OCC
63* | -3 | O=C1NCCN/C1=C\C(=O)c1ccc(Br)cc1
-2 | 3 | COc1ccc(C(=O)NC2CC(C)(C)NC(C)(C)C2)cc1S(=O)(=O)N1CCOCC1
-2 | -1 | CCc1cc(-c2nnn(CCC3COCCO3)c2CC)cc(CC)c1-c1cn(Cc2ccccc2)nn1 (stereo not given)
-1 | 0 | C[C@H]1CN([C@@H](C)CO)S(=O)(=O)c2ccc(Br)cc2O[C@H]1CN(C)C(=O)Cc1ccccn1
-3 | -3 | COc1cc2ccc(C=O)cc2cc1OC

# This is a subset (hit frequency here may not be typical).
